H37Rv inhibition – M. tuberculosis growth inhibition, HTS (AID 449762); M. tuberculosis H37Rv growth inhibition, 7H9 media; higher % means a stronger effect; inhibition, % at 25 µM, or IC50 in µM where a hit was titrated; 330,000 compounds, 0.59% hits; in the data active = a potency from the dose series; inconclusive = inhibition above about 70% without an active follow-up result;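 note: bacterial growth assessed after seven days of incubation; strong numbers were not always called active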
PhoP GFP inhibition – PhoP regulon inhibitors, Salmonella typhi PhoP promoter GFP reporter, confirmatory (AID 1850); 310,000 compounds, 0.33% hits; one-dose inhibition, % at 50 µM; IC50 in µM for titrated hits; Salmonella Typhi PhoP-promoter GFP reporter, fluorescence, 4 h; higher % means a stronger effect; in the data active = a potency from the dose series; inconclusive = inhibition mostly from about 25% at the one dose, without a potency; inactive = the rest, 99 in 100 with inhibition below about 19%;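 note: 0% = induced wells with vehicle and 100% = uninduced wells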
H1N1 NS1A inhibition – H1N1 influenza NS1A inhibitors, functional cell based assay (AID 504329) | one-dose inhibition, % at 12.5 µM; IC50 in µM for titrated hits | 340,000 compounds, 0.3% hits | NS1A functional cell-based assay, percent inhibition; higher % means a stronger effect; in the data active = a potency from the dose series; inconclusive = inhibition above about 27% without an active follow-up result; note: strong numbers were not always called active
M. tuberculosis – growth inhibition of non-replicating M. tuberculosis (AID 488890). Mycobacterium tuberculosis non-replicating, growth inhibition; higher % means a stronger effect. inhibition, % at 25 µM, or IC50 in µM where a hit was titrated. 320,000 compounds, 0.39% hits; in the data active = a potency from the dose series; inconclusive = inhibition mostly from about 82% at the one dose, without a potency; inactive = the rest, 99 in 100 with inhibition below about 76%;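 note: plate controls were DMSO cells for no effect and high antibiotic wells for full effect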
VEEV TC-83 Vero – inhibitors of VEEV TC-83 cytopathic effect, confirmation, Vero cells (AID 588727); Vero cells, VEEV TC-83 cytopathic effect inhibition; higher % means a stronger effect; inhibition, % at 20 µM, or IC50 in µM where a hit was titrated; 350,000 compounds, 0.13% hits; in the data active = a potency from the dose series; inconclusive = inhibition mostly from about 14% at the one dose, without a potency; inactive = the rest, 99 in 100 with inhibition below about 12%; note: strong numbers were not always called active
* hit, by the source's call; i = inactive; u = inconclusive; x = no result given. This is a random part of the collection; about 1.6% have a hit in one of these screens.

SMILES	H37Rv inhibition	PhoP GFP inhibition	H1N1 NS1A inhibition	M. tuberculosis	VEEV TC-83 Vero
CC(=O)N(Cc1c(C#N)c2ccccc2n1C)c1ccccc1	-6%	2%	14%	4%	7.0%
COc1ccc(Br)cc1CN(C)CC(=O)Nc1cccc(S(=O)(=O)N2CCCC2)c1	2%	x	6%	44%	6.8%
COC(=O)[C@@H](NC(=O)c1ccccc1)[C@@H](C)O	-3%	-3%	3%	3%	3.3%
CC1=C2C3OC(=O)C(C)[C@@H]3CC[C@](C)(O)C2C2C3C4C5(C12)[C@H]1OC(=O)[C@@H](C)C1CC[C@]4(C)O[C@]5(C)[C@@H]3O (stereo partly specified)	8%	0%	7%	-7%	i
COc1ccc(CNC(=O)Nc2ccccc2)cc1	6%	7%	10%	3%	1.0%
CC(CC(=O)N1CCN(c2ccccc2F)CC1)c1ccccc1 (stereo unspecified)	-6%	3%	8%	20%	2.6%
CC(=O)Nc1ccc(S(=O)(=O)NCc2ccc(C(=O)NCCN3CCCCCC3)cc2)cc1	0%	12%	11%	10%	0.5%
CN(C)c1ccc(C=Nc2ccccc2)cc1	-1%	-1%	-2%	-6%	2.4%
Cc1ccc(C2SCC(=O)N2c2ccccc2)cc1 (stereo unspecified)	8%	-2%	-4%	30%	1.6%
O=C(CSCc1ccccc1)Nc1ccc(Cl)cn1	63%	6%	-5%	72%	3.5%
CCOc1cccc(OCCn2cnc3ccccc3c2=O)c1	4%	-3%	9%	-13%	0.7%
O=C1NCCNC(=O)c2ccccc2OCCOc2ccccc21	2%	-8%	5%	-3%	i
O=C(c1ccccc1)c1coc2ccc(O)c(Cl)c12	10%	-2%	6%	9%	i
CC(C)(C)n1nnnc1C(c1ccccc1F)N(Cc1ccco1)CC1CCCO1 (stereo unspecified)	1%	10%	3%	32%	i
O=C(COc1ccc(S(=O)(=O)N2CCOCC2)cc1Cl)N1CCOCC1	5%	12%	12%	-16%	1.0%
COc1cc(CCNC(=O)c2cnn3ccccc23)cc(OC)c1OC	-6%	x	7%	x	7.1%
O=S1(=O)CCN2C(=N1)SC1=C2CCN(Cc2ccccc2)C1	3%	21%	-4%	0%	0.0%
c1ccc(CNc2ncnc3scc(-c4cccs4)c23)nc1	-2%	3%	3%	38%	4.2%
COc1cc2c(cc1OC)CN(Cc1ccc(C)cc1)CC2	2%	-7%	0%	-6%	i
COc1ccc(NC(=O)CO/N=C2\CCCc3nonc32)cc1	1%	2%	-3%	-2%	1.1%
CCC12C(=O)C(CC)(C(c3ccccc3)=C1c1ccccc1)[C@@H]1C(=O)N(c3ccccc3)C(=O)C12 (stereo partly specified)	-5%	-6%	5%	79%	i
C=CCc1cccc2cc(NC(C)=O)c(=O)oc12	-11%	-7%	1%	1%	1.9%
C/C(=N\NP(=S)(c1ccccc1)c1ccccc1)c1ccc(O)cc1O	-5%	4%	1%	-2%	i
Nc1c(C(=O)Nc2ccc3c(c2)OCCO3)nnn1Cc1ccccc1Cl	57%	10%	10%	19%	8.3%
Cc1cccc(C(=O)OCC(=O)N2CC(=O)Nc3ccccc32)c1C	-10%	x	-13%	-4%	0.6%
CCCCn1c(N)c(N(CCOC)C(=O)c2ccc(S(=O)(=O)N3CCCCC3)cc2)c(=O)[nH]c1=O	-14%	1%	-2%	5%	1.2%
O=C(Nc1c2c(nn1-c1ccccc1)CS(=O)C2)c1ccc(Br)o1 (stereo unspecified)	-3%	-8%	-7%	-8%	2.8%
COc1ccc(C(=O)c2c(-c3ccsc3)oc3ccc(-c4ccc(OC)cc4)cc23)cc1	4%	-2%	x	11%	x
CC(C)c1nc2cc3ccccc3cc2[nH]1	-7%	-6%	-1%	10%	1.3%
COc1ccc(C2(C)NC(=O)N(CC(=O)NC(C)c3ccc(CC(C)C)cc3)C2=O)cc1 (stereo unspecified)	-5%	-11%	-8%	12%	1.5%
CN1[C@@H]2CCC[C@H]1CC(=O)C2	x	x	1%	x	1.1%
O=C(CN(CCc1ccccc1)S(=O)(=O)c1ccc(Br)cc1)N/N=C/c1ccc2c(c1)OCO2	2%	-4%	-6%	-7%	0.8%
Cc1ccc(NC(=S)Nc2ccc3cn[nH]c3c2)cc1C	6%	-3%	7%	73%	2.2%
CC(=O)Nc1ccc(C(=O)N/N=C/c2cc(Br)cc(Br)c2O)cc1	4%	-13%	-10%	43%	12%
N#CCCN(C1CCCCC1)S(=O)(=O)CCOc1ccccc1	-6%	-21%	17%	6%	0.0%
COc1ccc(NC(=O)C2CCCN(S(=O)(=O)c3cccc4cccnc34)C2)cc1OC (stereo unspecified)	-1%	1%	4%	8%	8.6%
CCOc1cc(CNCCc2ccc(S(N)(=O)=O)cc2)ccc1OCc1ccc(Cl)cc1	u	11%	14%	-4%	i
O=C(CN1CCN(c2ccc(F)cc2)CC1)NC(=O)NCc1ccco1	-9%	-8%	-5%	-5%	i
O=C1CN(S(=O)(=O)c2ccc(Cl)cc2)CC(=O)N1CCc1ccccc1	-16%	-5%	-5%	-3%	i
Cn1c(SCc2cc([N+](=O)[O-])cc3c2OCOC3)nnc1-c1ccccn1	5%	-6%	5%	2%	1.3%

Full records as entered above.
CCCCn1c(N)c(N(CCOC)C(=O)c2ccc(S(=O)(=O)N3CCCCC3)cc2)c(=O)[nH]c1=O reads H37Rv inhibition = -14%; PhoP GFP inhibition = 1%; H1N1 NS1A inhibition = -2%; M. tuberculosis = 5%; VEEV TC-83 Vero = 1.2%
O=C(Nc1c2c(nn1-c1ccccc1)CS(=O)C2)c1ccc(Br)o1 (stereo unspecified) reads H37Rv inhibition = -3%; PhoP GFP inhibition = -8%; H1N1 NS1A inhibition = -7%; M. tuberculosis = -8%; VEEV TC-83 Vero = 2.8%

The listing continues:
SMILES	H37Rv inhibition	PhoP GFP inhibition	H1N1 NS1A inhibition	M. tuberculosis	VEEV TC-83 Vero
CC(=O)c1ccc(Oc2cnccn2)cc1	-6%	-3%	-1%	-7%	i
CCN(CC)c1ccc(S(=O)(=O)N2CCOCC2)cc1NC(=O)CSc1nncs1	4%	9%	-13%	23%	1.1%
O=C(NCC1CC1)c1onc(CSc2ccc(F)cc2)c1C(=O)NCC1CC1	-4%	-3%	-4%	2%	0.2%
COc1cc(Br)cc(CN2CCN(C)CC2)c1O	-8%	-9%	2%	-5%	0.5%
COc1ccc(-c2cc(C(=O)Nc3ccc(Br)cc3)no2)cc1	21%	-2%	-5%	46%	i
O=C(CCc1ccccc1)Nc1ccc(S(=O)(=O)N2CCCC2)cc1	11%	0%	-18%	0%	0.8%
CC(C)Oc1cccc(C(=O)N/N=C/c2ccoc2)c1	-5%	-3%	4%	16%	2.1%
O=C(NC(=O)c1ccncc1)NC(c1ccccc1)c1ccccc1	-4%	6%	-4%	7%	i
CC(=O)c1ccc(NC(=O)CSc2nc(C)cc(C)c2C(N)=O)cc1	-6%	3%	3%	-21%	1.9%
COc1ccc(-c2cc(-c3ccc(Cl)cc3)n[nH]2)c(O)c1	65%	-2%	-6%	-5%	1.3%
CCC1(C)CC(C(N)=S)CCO1 (stereo unspecified)	u	-6%	-5%	u	1.5%
COC(=O)CSc1nc2ccccc2n1CC(=O)N(C(C)C)C(C)C	-9%	-9%	4%	1%	1.4%
CCC(Sc1nc2ccccc2c2nc3ccccc3n12)C(=O)NCc1ccco1 (stereo unspecified)	-6%	-2%	x	0%	x
O=C(c1ccc(Cn2c(=O)[nH]c3ccsc3c2=O)cc1)N1CCN(c2ccccc2)CC1	-8%	-8%	-11%	5%	8.0%
C=CCn1c(SCC(=O)Nc2ccc3c(c2)CCC3)nc2ccccc2c1=O	-1%	21%	-3%	0%	i
CCNC(=O)CC1C(=O)N(c2ccc(C)cc2)C(=O)N1CCc1sccc1C (stereo unspecified)	-1%	-11%	-6%	15%	1.9%
COc1cc(/C=C2\SC(=S)N(CCC(=O)N3CCN(C)CC3)C2=O)cc(OC)c1OC	4%	-1%	9%	65%	u
N#CC(C(=O)Nc1ccccc1)=C1Nc2ccccc2N1	35µM*	0%	0%	i	8.2%
CC(=O)NCc1ccc(C(=O)CCl)s1	u	-17%	-4%	79%	u
O=C(/C=C/c1ccc2c(c1)OCO2)c1ccc(O)cc1O	x	x	7%	x	3.1%

Laid out differently: four of the compounds above
smiles: O=C(CCc1ccccc1)Nc1ccc(S(=O)(=O)N2CCCC2)cc1
  H37Rv inhibition: 11% | PhoP GFP inhibition: 0% | H1N1 NS1A inhibition: -18% | M. tuberculosis: 0% | VEEV TC-83 Vero: 0.8%
smiles: CC(=O)c1ccc(Oc2cnccn2)cc1
  H37Rv inhibition: -6% | PhoP GFP inhibition: -3% | H1N1 NS1A inhibition: -1% | M. tuberculosis: -7% | VEEV TC-83 Vero: i
smiles: COc1ccc(-c2cc(C(=O)Nc3ccc(Br)cc3)no2)cc1
  H37Rv inhibition: 21% | PhoP GFP inhibition: -2% | H1N1 NS1A inhibition: -5% | M. tuberculosis: 46% | VEEV TC-83 Vero: i
smiles: COc1cc(Br)cc(CN2CCN(C)CC2)c1O
  H37Rv inhibition: -8% | PhoP GFP inhibition: -9% | H1N1 NS1A inhibition: 2% | M. tuberculosis: -5% | VEEV TC-83 Vero: 0.5%

Additional compounds
SMILES	H37Rv inhibition	PhoP GFP inhibition	H1N1 NS1A inhibition	M. tuberculosis	VEEV TC-83 Vero
S=C(NCCCN1CCOCC1)Nc1ccc(N2CCOCC2)cc1	-2%	0%	-2%	-12%	1.6%
CCCCC[C@H]1CN(CCCC)C(=O)[C@@H]1CC(=O)NCc1ccccc1	14%	-4%	7%	19%	2.2%
Cc1ccc(-c2noc(CN3CCN(Cc4ccccc4)CC3)n2)cc1	-3%	-1%	0%	14%	1.8%
COC(=O)C1CC(=O)c2ccsc2C1 (stereo unspecified)	0%	-4%	-8%	-11%	0.6%

4 entries out of the list, arranged by number of heavy atoms, low to high.
SMILES	H37Rv inhibition	PhoP GFP inhibition	H1N1 NS1A inhibition	M. tuberculosis	VEEV TC-83 Vero
CC(=O)NCc1ccc(C(=O)CCl)s1	u	-17%	-4%	79%	u
O=C(/C=C/c1ccc2c(c1)OCO2)c1ccc(O)cc1O	x	x	7%	x	3.1%
S=C(NCCCN1CCOCC1)Nc1ccc(N2CCOCC2)cc1	-2%	0%	-2%	-12%	1.6%
Cc1ccc(-c2noc(CN3CCN(Cc4ccccc4)CC3)n2)cc1	-3%	-1%	0%	14%	1.8%

Screening data as filed in PubChem BioAssay.
